Screening results: PubChem BioAssay, several laboratories
HCV NS3 hel inh: blocks Hepatitis C virus NS3 helicase unwinding. inhibition, % at 10.9 µM. actives 0.56% (n = 290,000). NS3 helicase DNA unwinding, Cy5 molecular beacon fluorescence;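 active = inhibition above the mean of all tested compounds plus 3 SD, set per campaign, cut at about 35% in these data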;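 note: 0% = DMSO wells and 100% = thioflavine S control wells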
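Measured by: Cy5 fluorescence, 0 and 60 min reads / Assay system: NS3 helicase fragment of HCV / Control set: low DMSO, high thioflavine S at 110 µM / Times: 1 h reaction at 25 °C, ATP-initiated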
PHOSPHO1 inh: PHOSPHO1 (human) inhibition | AID 1565 | actives 1.1% (n = 290,000) | inhibition, % at 13.3 µM | Q8TCT1 | recombinant PHOSPHO1, absorbance phosphatase assay; in the data active = inhibition above about 60%
Target sequence (Q8TCT1 whole entry, looked up): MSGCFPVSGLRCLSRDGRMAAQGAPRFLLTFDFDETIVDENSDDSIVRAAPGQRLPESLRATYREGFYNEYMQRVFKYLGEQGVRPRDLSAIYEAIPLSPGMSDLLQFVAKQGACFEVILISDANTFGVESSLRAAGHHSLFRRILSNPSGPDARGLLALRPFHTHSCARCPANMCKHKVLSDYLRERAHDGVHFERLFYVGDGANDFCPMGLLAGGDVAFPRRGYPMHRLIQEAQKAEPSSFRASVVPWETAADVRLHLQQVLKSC
UBC9 SUMO inh: SUMOylation inhibition. inhibition, % at 35 µM. actives 0.36% (n = 290,000). P63279. HTRF SUMOylation assay, SAE1/SAE2 + UBC9, in vitro. AID 2006; in the data active = inhibition above about 50%, passing the limit was not always enough; note: strong numbers were not always called active
Target sequence (P63279 whole entry, looked up): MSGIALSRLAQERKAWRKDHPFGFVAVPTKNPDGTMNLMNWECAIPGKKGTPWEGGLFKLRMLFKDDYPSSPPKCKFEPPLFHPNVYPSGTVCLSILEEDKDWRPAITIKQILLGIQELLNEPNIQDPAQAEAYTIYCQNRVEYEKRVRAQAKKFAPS
pCIP destab: p/CIP protein destabilization | F442A p/CIP-EGFP cells, EGFP fluorescence, 16 h | decrease of EGFP signal, % at 10 µM | actives 0.01% (n = 290,000) | AID 1984;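 active = EGFP signal decrease of at least 30% at 10 µM or well 3 SD below plate mean, unless failing retest; inactive = the rest, including hits failing retest or dose response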; note: some compounds called inactive have numbers as strong as hits; many of its hits are not listed in these tables
IDE cell activ: activators of human insulin-degrading enzyme in cells. AID 493087. HEK cells, FAbeta-B cleavage, fluorescence polarization; 0% vehicle, 100% cell-free pure enzyme wells. activation, % at 5.96 µM. actives 0.073% (n = 340,000). P14735;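 active = activation above the mean of all tested compounds plus 3 SD, set per screening campaign, cut at about 17% in these data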
VIM-2 inh: blocks Pseudomonas aeruginosa VIM-2 metallo-beta-lactamase. AID 1527. inhibition, % at 5.6 µM. purified VIM-2, nitrocefin hydrolysis, epi-absorbance fluorescence. actives 0.89% (n = 290,000);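 active = inhibition above the mean of all tested compounds plus 3 SD, cutoff set per screening run, cut at about 7.5% in these data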;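 note: red hydrolysis product quenches plate fluorescence so inhibitors raise well fluorescence; 0% = enzyme with DMSO and 100% = DMSO without enzyme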
IMP-1 inh: blocks Pseudomonas aeruginosa IMP-1 metallo-beta-lactamase; inhibition, % at 5.6 µM; actives 0.45% (n = 290,000); purified IMP-1, nitrocefin hydrolysis, epi-absorbance fluorescence;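 active = inhibition above the mean plus 3 SD of all compounds in the same screening run, cut at about 4.5% in these data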;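 note: 0% = IMP-1 with DMSO and 100% = DMSO wells lacking enzyme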
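system = purified recombinant IMP-1 beta-lactamase | amount = 0.2 nM IMP-1, as dispensed | medium = HEPES buffer pH 7.1 with ZnSO4 and Brij 35 | times = 25 °C, 15 min preincubation, 25 min reaction | detection = plate fluorescence quenching by hydrolysis product, ex 480/em 530 nm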
MEKK3 PB1 HTS: MEKK3-MEK5 PB1 interaction, increase or decrease | Q99759 | bead-based flow cytometry, Alexa488-MEK5 binding to MEKK3; actives lie on both sides; 0 = blocked by unlabeled MEK5, 100 = vehicle | binding response (% of control), % at 10 µM | actives 1.4% (n = 290,000) | AID 1529;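 active = binding response more than 3 SD above or below the average of its plate-row segment, actives on both sides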;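 note: Alexa488 bead fluorescence after subtracting the streptavidin-only scavenger bead signal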
Target sequence (Q99759 whole entry, looked up): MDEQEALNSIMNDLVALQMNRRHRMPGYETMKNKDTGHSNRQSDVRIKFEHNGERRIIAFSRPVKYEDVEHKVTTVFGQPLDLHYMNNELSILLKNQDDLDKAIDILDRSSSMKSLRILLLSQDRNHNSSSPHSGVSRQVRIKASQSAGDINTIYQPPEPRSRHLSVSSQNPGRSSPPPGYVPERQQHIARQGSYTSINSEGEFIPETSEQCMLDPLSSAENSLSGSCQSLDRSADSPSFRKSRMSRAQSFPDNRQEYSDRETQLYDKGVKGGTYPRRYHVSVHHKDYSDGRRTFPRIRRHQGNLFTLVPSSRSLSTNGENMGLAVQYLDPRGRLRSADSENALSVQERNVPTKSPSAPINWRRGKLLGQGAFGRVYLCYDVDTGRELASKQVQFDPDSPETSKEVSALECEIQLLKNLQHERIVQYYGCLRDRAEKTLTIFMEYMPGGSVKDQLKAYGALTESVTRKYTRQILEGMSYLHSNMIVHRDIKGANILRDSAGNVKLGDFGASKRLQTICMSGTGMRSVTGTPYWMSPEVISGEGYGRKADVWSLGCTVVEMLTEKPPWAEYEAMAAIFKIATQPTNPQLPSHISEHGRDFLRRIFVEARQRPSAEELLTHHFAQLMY
DNA FID counter: counter-screen for HCV NS3 helicase inhibitors: DNA intercalator displacement; DNA fluorescent intercalator displacement, fluorescence; inhibition, % at 7.9 µM; AID 1845; actives 0.17% (n = 290,000); in the data active = inhibition above about 37%;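 note: 0% = vehicle and 100% = reference compound; higher means more ethidium bromide displaced from hairpin DNA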
Numbers without * were called inactive; x = not tested or not shown; & = joins results of further samples. This is a subset. The share of hits here may be higher or lower than overall.

SMILES	HCV NS3 hel inh	PHOSPHO1 inh	UBC9 SUMO inh	pCIP destab	IDE cell activ	VIM-2 inh	IMP-1 inh	MEKK3 PB1 HTS	DNA FID counter
Cc1cnc(=O)[nH]c1SCc1ccc(C(F)(F)F)cc1	0.5	24.0	x	-5.1	-1.8	-1.8	0.3	103.0	-17.1
CC(C)c1ccc(NC(=O)C2CC2c2ccccc2)cc1 (stereo not given)	-1.1	35.6	-3.8	-9.6	0.6	-1.1	-0.8	101.0	-13.0
N#CCCc1cccc(CCC#N)c1	5.7	-41.1	-8.6	3.5	3.0	-0.1	-0.8	103.0	-3.7
CC(C)Nc1cc(N2CCCC2)ccc1[N+](=O)[O-]	-3.1	15.4	5.7	0.6	-0.5	-0.8	-2.3	101.0	-3.3
O=C1Nc2ccccc2S/C1=C/c1cccs1	-19.1	-6.3	10.0	-11.1	-2.1	-2.1	-4.1	102.0	-6.6
O=C(O)CC1S/C(=N/N=C/C=C/c2ccccc2)NC1=O (stereo not given)	2.0&14.3	11.1&-9.7	7.0&-6.8	3.0&-1.0	2.9&3.6	-3.5&-1.1	-3.3&-0.8	93.0&102.0	-15.9&-19.9
CCOc1ccc(N(CC(=O)N2CCCCC2)S(=O)(=O)c2ccc(Cl)cc2)cc1	-10.1	-119.0	3.3	8.1	-1.9	-3.8	-4.3	95.0	-41.6
O=C(C1CCC(CNc2c(N3CCCCC3)c(=O)c2=O)CC1)N1CCN(c2ccccn2)CC1 (stereo not given)	11.5	20.2	11.1	-13.2	3.0	1.4	-3.5	103.0	-30.1
CCOc1ccc(/C(C)=N/NC(=O)C(OC)c2ccccc2)cc1 (stereo not given)	-3.8	27.7	17.3	-4.9	5.8	0.2	-1.3	55.0	-5.6
COc1ccc(NC2CCCN(C(=O)c3ccccc3C(F)(F)F)C2)cc1 (stereo not given)	7.5	36.4	-2.5	-8.4	6.1	-1.5	-4.2	102.0	-23.5
CC(=O)NCCc1nc2ccccc2n1Cc1ccc(C)cc1	-5.4	-11.3	5.9	-11.8	4.0	-5.1	-6.8	108.0	-8.3
O=C1CC(N2CCN(Cc3ccc4c(c3)OCO4)CC2)C(=O)N1c1cccc2ccccc12 (stereo not given)	-6.2	-12.5	-3.3	5.1	1.5	-2.1	-1.1	96.0	0.4
CCc1ccc2nc(N=C(N)N)nc(C)c2c1	3.3	-5.3	6.0	-5.9	-1.1	5.2	-2.3	100.0	7.2
CCCCCCCCCS(=O)(=O)Nc1cc(C)ccn1	8.7	-2.0	-3.1	1.9	4.9	-1.7	3.4	99.0	-31.3
Cc1cc(C)c(-n2c(O)c(C=NCCN3CCOCC3)c(=O)[nH]c2=O)c(C)c1	-1.7	35.8	3.9	0.1	3.9	-1.9	-3.5	94.0	-0.4

Quoted from the listing.
`Cc1cc(C)c(-n2c(O)c(C=NCCN3CCOCC3)c(=O)[nH]c2=O)c(C)c1` in pCIP destab = 0.1
`O=C(O)CC1S/C(=N/N=C/C=C/c2ccccc2)NC1=O` (stereo not given) in MEKK3 PB1 HTS = 93.0&102.0
`CCc1ccc2nc(N=C(N)N)nc(C)c2c1` in HCV NS3 hel inh = 3.3

(next part)
SMILES	HCV NS3 hel inh	PHOSPHO1 inh	UBC9 SUMO inh	pCIP destab	IDE cell activ	VIM-2 inh	IMP-1 inh	MEKK3 PB1 HTS	DNA FID counter
CCc1nc(SCC(=O)Nc2ccc3c(c2)OCCO3)c2oc3ccccc3c2n1	-7.8	40.8	-15.7	16.6	4.6	0.0	-0.3	100.0	7.0
COC(=O)C1CN(C(=O)c2ccc(OC(F)F)cc2)c2ccccc2O1 (stereo not given)	0.9	35.1	2.7	-18.3	-2.5	0.3	-0.3	102.0	-12.7
Cc1cc(C(F)(F)F)n(-c2nc(C(=O)NN)cs2)n1	-11.3	36.7	3.8	-17.3	0.4	-3.5	-2.8	116.0	-18.2
O=C(CN(c1ccc(F)cc1)S(=O)(=O)c1ccc2c(c1)OCCO2)NCC1CCCO1 (stereo not given)	-6.7	-0.6	0.0	-10.6	-1.8	-1.1	-4.0	99.0	-24.0
O=C(Nc1nnc(-c2ccncc2)o1)c1cccc(N2C(=O)CCC2=O)c1	-4.3	-8.2	-8.0	2.1	1.7	-3.6	-2.7	100.0	-2.7
CC1CCc2c(sc(NC(=O)c3nc4ncccn4n3)c2C#N)C1 (stereo not given)	0.5	-24.7	11.0	-14.3	-0.9	-1.0	-2.7	99.0	0.6
Cc1cc(NC(=O)CSc2nc3ccc(Cl)cc3[nH]2)no1	-8.5	19.5	21.6	-2.3	-6.0	-1.2	-2.4	102.0	-1.4
Cc1ccc2[nH]c(C(=O)N/N=C/c3ccccc3C(=O)O)c(-c3ccccc3)c2c1	8.4	33.0	9.6	-12.4	7.6	-1.5	1.0	103.0	-19.6
O=C(NCCCCc1ccccc1)C1CC(c2cc(C(F)(F)F)cc(C(F)(F)F)c2)=NO1 (stereo not given)	x	35.3	-15.8	-12.3	0.9	x	x	77.0	x
CCc1nnc2n1N=C(c1ccc([N+](=O)[O-])cc1)CS2	-3.4	29.8	10.7	4.4	4.5	4.7	-2.4	90.0	-1.5
CCCCN(CC)CCNC(=O)Cn1cnc2sc(C)c(S(=O)(=O)N3CCC(C)CC3)c2c1=O	-5.2	-131.7	6.0	-9.3	1.1	0.2	-1.2	103.0	-1.6
C=CCNC(=O)C1CC1(c1ccc(C)cc1)c1ccc(C)cc1 (stereo not given)	-9.8	x	-6.7	-3.8	2.9	-0.8	0.4	98.0	-26.3
O=C(Nc1nc(-c2ccccc2)cs1)c1cccc([N+](=O)[O-])c1C(=O)O	18.9	-20.2	-0.2	3.8	2.9	-0.4	-4.0	105.0	-4.4
COc1ccc(NCC(O)Cn2cnc3c2c(=O)n(C)c(=O)n3C)cc1 (stereo not given)	12.9	5.6	-21.8	11.4	-2.2	-1.5	-2.4	95.0	3.4
CCCCN(C)C(=O)c1cn(-c2cccc(OC)c2)c(=O)c2ccccc12	5.7	46.3	-1.9	3.1	-1.0	-2.6	-3.2	108.0	-26.3
O=C(Nc1ccc(-c2csnn2)cc1)C(Cl)(Cl)Cl	-12.5	11.5	-9.4	1.1	2.1	-0.4	-1.6	98.0	0.4
CCn1ccnc1CN(C)Cc1cn(-c2ccc(C)cc2)nc1-c1cccc(C)c1	-70.8	43.6	11.6	-16.2	2.8	-5.3	-3.4	107.0	22.4
Cc1ccccc1NC(=O)c1c(C)nc(SCC(=O)OCc2ccccc2)c(C#N)c1-c1ccc(F)cc1	-10.2	6.0	-14.3	-9.0	-4.5	-1.2	-1.5	144.0*	0.1
Clc1cncc(Cl)c1NNc1c2ccccc2nc2ccccc12	-4.8	-33.9	-10.0	-8.3	3.6	2.3	-1.7	111.0	-2.7
CCCn1c2ccc(F)cc2c2nnc(SCCN3CCOCC3)nc21	-1.7	x	-22.6	-2.7	-6.8	4.4	-2.3	99.0	-19.2
CCOC(=O)c1ccc(NC(=S)N(CCN2CCCCCC2)Cc2cccs2)cc1	-15.1	-92.1	-13.4	-4.3	1.5	-2.7	-1.1	100.0	0.0
COc1cc(C2c3c(oc4c(C)cc(C)cc4c3=O)C(=O)N2Cc2cccnc2)cc(OC)c1OC (stereo not given)	4.7	x	x	x	x	-3.7	0.5	x	-1.9
Cc1noc(C)c1COC(=O)c1cc(=O)[nH]c2ccccc12	-6.8	10.6	21.7	-3.7	1.2	-0.5	1.8	105.0	-13.6
N#C/C(=C(/O)CCl)c1nc(-c2ccccc2)cs1	1.7	-60.9	13.7	-4.6	-5.3	-0.5	-1.6	89.0	-1.6
CC(C)CNS(=O)(=O)c1cc(C(=O)OC2CCOC2=O)c(Cl)cc1Cl (stereo not given)	-5.0	31.0	10.9	-2.9	6.9	-2.4	-2.7	101.0	-17.5
O=C(N/N=C/C(Cl)=C/c1ccccc1)c1ccccc1F	-1.3	-3.9	14.5	-26.3	0.4	-0.2	-3.1	102.0	-9.7
Cc1ccc(S(=O)(=O)c2cc3ccccc3nc2N)cc1	-27.0	26.5	3.8	3.0	-1.2	-0.6	-1.9	99.0	-8.5
Cc1cc(O)c(/C=N/Nc2ccccc2Cl)c(=O)o1	4.0	-92.6	6.6	2.6	4.2	-2.8	-3.4	101.0	-7.4
CC(=O)c1ccc(NC(=S)NNC(=O)c2ccccc2[N+](=O)[O-])cc1	0.5	-8.4	-17.5	-7.3	5.6	-5.0	-2.4	101.0	-0.6
O=C(Cn1cc(C(F)(F)F)cc(Cl)c1=O)Nc1ccc(N2CCOCC2)cc1	-4.1	20.2	5.5	17.3	-0.8	-1.6	-4.3	101.0	1.3
CN(Cc1c(C(=O)N/N=C/c2cc(F)ccc2F)nnn1-c1nonc1N)C1CCCCC1	-6.0	12.7	-2.4	7.4	-2.6	-0.9	-0.7	100.0	-14.7
COc1ccc(C(=O)NC(=S)Nc2ccc(CN3CCOCC3)cc2)cc1Br	-19.7	-8.1	14.1	-4.1	2.4	-1.6	-0.9	107.0	2.8
CN1C2CCC1CC(NC(=O)c1ccc([N+](=O)[O-])cc1)C2 (stereo not given)	-1.6	22.7	22.9	-6.9	0.0	-1.6	-2.6	108.0	-2.4
COc1ccc(CNC(=O)COc2ccc(F)cc2)cc1	15.5	34.2	21.2	-7.2	5.1	-0.7	-1.5	102.0	-4.2
COc1cc(-c2c(C#N)c(N)nc3c2CCCC3)ccc1O	-2.4	-14.7	14.2	1.5	-12.9	4.1	-2.7	104.0	-13.2
O=C(Nc1cccc(C(=O)O)c1)/C(=C\c1ccccc1)NC(=O)c1cccc2ccccc12	16.6	35.3	24.6	-14.8	3.5	-1.1	-0.1	97.0	-37.0
CCN1CCN(CCNC(=O)c2ccc3c(c2)N(Cc2ccc(F)cc2)C(=O)c2ccccc2S3=O)CC1 (stereo not given)	-24.6	7.2	9.1	-3.0	0.7	-2.3	-5.0	102.0	31.8
Cc1cc(CNC(=O)c2cc(-c3ccccc3)nc3ccccc23)nn1C	4.4	16.3	-3.8	5.0	2.2	-3.0	-1.6	102.0	-29.4
S=C(Nc1ccccc1)Nc1nc2ccccc2n1CCOc1ccc(Br)cc1	-13.8	-17.6	-67.9	-6.8	-10.7	-4.0	-5.0	103.0	4.3
CN1CCc2c(sc3ncn4nc(-c5ccccc5O)nc4c23)C1	-8.8	12.4	-26.4	-6.1	x	1.0	-1.1	x	6.6
CN(CCc1cn[nH]c1)C(=O)CC1C(=O)NCCN1Cc1cccc(Oc2ccccc2)c1 (stereo not given)	10.1	36.8	8.0	-0.6	7.4	-3.7	-1.8	102.0	-29.1
C=CCn1c(O)c(CN2CCCCC2)c(C)c(C#N)c1=O	-0.3	12.3	19.4	-26.1	2.1	-1.1	-3.1	96.0	-3.5
CCn1cc(Cl)c(C(=O)N2N=C(c3ccc4ccccc4c3)CC2c2ccccc2O)n1 (stereo not given)	-5.9	2.1	16.1	-10.6	5.4	-1.8	-1.6	103.0	-11.6
